TROY signal inh – TROY signaling inhibition; Q293 LMP1-TROYcd NF-kB luciferase reporter, 4 h; inhibition, % at 10 µM; 360,000 compounds, 0.98% hits;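 active = compounds whose plate-normalised and pattern-corrected inhibition of the luciferase reporter signal at the single screening dose is 50% or more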
CF NFkB inh – cystic fibrosis NF-kB activation inhibition; KKLEB NF-kB-GFP reporter, PAF-induced, GFP fluorescence overnight; inhibition, % at 5 µM; 360,000 compounds, 0.86% hits; AID 588850;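 active = at least 50% inhibition at 5 µM, scaled per plate between neutral and stimulator controls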;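 note: PAF is a Pseudomonas aeruginosa culture filtrate used as stimulus; plate controls were PAF-stimulated DMSO wells for no effect and unstimulated DMSO wells for full effect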
TRAIL sens C8 – sensitizes caspase-8 expressing cells to TRAIL | NB7+C8 cells + TRAIL, ATPlite viability luminescence | inhibition (viability loss, TRAIL sensitization), % at 10 µM | 360,000 compounds, 1% hits;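 active = compounds causing at least 50% loss of cell viability in the single-dose screen, relative to plate controls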
KKLEB tox – reduces viability of KKLEB cystic fibrosis airway cells; KKLEB CF airway cells viability, ATPlite luminescence, overnight; stronger effect = lower value; cells stimulated with P. aeruginosa culture filtrate; activity change (cytotoxicity), % at 5 µM; 360,000 compounds, 0.36% hits;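 active = corrected activity change at or below -50% at 5 µM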
LMP1 NFkB inh – Epstein-Barr LMP1 NF-kappaB reporter inhibition. LMP1-induced NF-kappaB luciferase reporter cells, luminescence. inhibition, % at 12.5 µM. 350,000 compounds, 0.69% hits. AID 504558; in the data active = inhibition above about 41%;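 note: 0% = neutral control wells and 100% = reference inhibitor control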
NR2F2 inh – NR2F2 (human) inhibition, primary screen; HEK293T NGFI-A luciferase reporter, luminescence; 370,000 compounds, 0.7% hits; P24468; inhibition, % at 8.6 µM;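 active = inhibition above a per-plate cutoff, mean inhibition of test wells between control levels plus 3 SD, cut at about 38% in these data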;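 note: cells cotransfected with COUP-TFII expression vector driving the NGFI-A reporter; 0% = median of COUP-TF2 test wells and 100% = reporter-only cells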
Shn3 inh set2 – inhibitors of Schnurri-3 3'UTR reporter in osteoblasts | inhibition, % at 12.5 µM | Clone20 osteoblast Shn3 3'UTR firefly luciferase, 24 h | 360,000 compounds, 0.52% hits;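 active = mean inhibition of at least 75% with every replicate also reaching 75%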;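 note: 0% = median of neutral control wells and 100% = pilot-screen positive control compound; some compounds past the cut are filed as inactive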
NCOA3 inh – inhibitors of human steroid receptor coactivator 3 (SRC3); HEK293 GAL4-SRC3 luciferase reporter, luminescence; inhibition, % at 3.6 µM; 360,000 compounds, 0.17% hits; AID 588352;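 active = inhibition above a per-campaign cutoff, the mean of all compounds plus 3 SD, cut at about 60% in these data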;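 note: 0% = DMSO-treated cells and 100% = gossypol-treated cells at 36 µM; higher means less SRC3-driven luciferase light from the GAL4 reporter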
Target sequence (Q9Y6Q9 whole entry, looked up, the tested form may be a part): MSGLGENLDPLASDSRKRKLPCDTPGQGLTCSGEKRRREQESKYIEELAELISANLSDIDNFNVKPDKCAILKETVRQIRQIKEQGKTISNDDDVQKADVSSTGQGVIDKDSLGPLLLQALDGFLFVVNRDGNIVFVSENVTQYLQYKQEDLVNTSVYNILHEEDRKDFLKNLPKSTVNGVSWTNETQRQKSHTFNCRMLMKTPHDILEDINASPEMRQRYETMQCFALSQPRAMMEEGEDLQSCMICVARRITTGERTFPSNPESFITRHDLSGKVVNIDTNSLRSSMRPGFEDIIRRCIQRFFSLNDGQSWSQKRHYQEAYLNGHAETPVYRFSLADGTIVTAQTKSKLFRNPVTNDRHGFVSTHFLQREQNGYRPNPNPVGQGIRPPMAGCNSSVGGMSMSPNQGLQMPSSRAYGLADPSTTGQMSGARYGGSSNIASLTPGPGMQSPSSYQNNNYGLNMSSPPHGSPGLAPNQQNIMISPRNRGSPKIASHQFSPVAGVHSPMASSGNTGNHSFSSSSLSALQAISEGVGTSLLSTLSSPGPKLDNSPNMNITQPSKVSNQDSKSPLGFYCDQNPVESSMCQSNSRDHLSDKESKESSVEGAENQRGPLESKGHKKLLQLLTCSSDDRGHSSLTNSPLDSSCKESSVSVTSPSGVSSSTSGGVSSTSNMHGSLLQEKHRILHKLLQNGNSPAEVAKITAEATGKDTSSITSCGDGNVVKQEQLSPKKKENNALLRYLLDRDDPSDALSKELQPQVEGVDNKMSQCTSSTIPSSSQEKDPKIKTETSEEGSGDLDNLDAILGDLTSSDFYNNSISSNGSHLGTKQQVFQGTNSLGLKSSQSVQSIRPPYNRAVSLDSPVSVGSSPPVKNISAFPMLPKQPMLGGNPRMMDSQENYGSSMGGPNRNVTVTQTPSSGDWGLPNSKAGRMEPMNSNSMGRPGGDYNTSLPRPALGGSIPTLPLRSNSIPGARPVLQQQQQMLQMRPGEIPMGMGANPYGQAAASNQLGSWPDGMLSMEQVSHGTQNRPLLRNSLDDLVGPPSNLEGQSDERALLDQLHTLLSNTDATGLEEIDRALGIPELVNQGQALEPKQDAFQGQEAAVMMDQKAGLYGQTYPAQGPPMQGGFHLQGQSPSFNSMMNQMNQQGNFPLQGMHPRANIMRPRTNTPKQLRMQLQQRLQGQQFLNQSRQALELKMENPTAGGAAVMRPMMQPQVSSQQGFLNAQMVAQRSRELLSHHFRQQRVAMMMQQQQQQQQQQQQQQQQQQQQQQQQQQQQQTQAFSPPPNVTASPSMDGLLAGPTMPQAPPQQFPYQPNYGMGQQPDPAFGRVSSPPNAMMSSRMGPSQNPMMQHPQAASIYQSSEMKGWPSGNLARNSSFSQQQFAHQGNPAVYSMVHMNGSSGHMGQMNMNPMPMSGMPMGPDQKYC
TWEAK-Fn14 inh – inhibitors of TWEAK-Fn14 interaction signaling. TWEAK-stimulated Fn14 reporter cells, luciferase luminescence, 8 h. inhibition, % at 10 µM. 360,000 compounds, 2% hits. AID 1159606; in the data active = inhibition above about 50%
SRC1 inh – human NCOA1 inhibition; Q15788; HEK293 GAL4-SRC1 luciferase reporter, luminescence; inhibition, % at 3.6 µM; 360,000 compounds, 0.12% hits; AID 588354;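 active = inhibition above the campaign mean plus 3 SD, with each screening campaign given its own cutoff, cut at about 60% in these data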;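 note: 0% = DMSO treated cells and 100% = gossypol at 36 µM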
NR5A2 inv ag – NR5A2 inverse agonism in reporter assay | HEK293T StAR-luciferase reporter, LRH-1 transfected, 24 h | inhibition, % at 3.6 µM | 360,000 compounds, 0.13% hits;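 active = inhibition above the mean inhibition of all tested compounds plus 3 SD, cut at about 73% in these data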;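 note: 0% = DMSO wells and 100% = reporter-only cells lacking LRH-1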
An asterisk follows results filed as active; x = not tested or not shown. These rows are one share of the data; rates above refer to the full screens.

structure,TROY signal inh,CF NFkB inh,TRAIL sens C8,KKLEB tox,LMP1 NFkB inh,NR2F2 inh,Shn3 inh set2,NCOA3 inh,TWEAK-Fn14 inh,SRC1 inh,NR5A2 inv ag
CCOC(=O)NC(=O)/C(C=Nc1ccc(Cl)c(Cl)c1Cl)=C(\C)O,12,4,-2,3,3,-16,-21,4,-26,1,6
Cc1ccsc1C(=O)N1CCC1(C)C(=O)Nc1ccc2c(c1)OCCO2 (stereo unspecified),-24,-18,-3,-5,x,1,-35,-3,-5,-1,7
O=C(NCc1ccncc1)Nc1ccccc1Cl,-1,-7,-3,3,-3,-18,-5,-44,-19,1,-4
O=C1NC(CCO)C(=O)NC1CCO (stereo unspecified),-12,-6,-8,-5,3,-10,-5,-11,10,5,12
COc1ccccc1-n1c(CNC(=O)c2ccc(S(=O)(=O)N3CCOCC3)cc2)n[nH]c1=S,-32,-7,-9,11,-1,-3,8,13,-20,-12,15
CCn1c(CCNC(=O)c2ccc(Cl)cc2Cl)n[nH]c1=S,2,9,-10,4,3,-4,12,11,0,1,-13
Nc1nnc(SCC(=O)NNC(=O)c2ccc(Cl)cc2)s1,-15,-14,11,10,-3,7,-12,-18,10,-2,-9
C=CCC[C@@H](CCCCC)OC(=O)/C=C/[C@H](O)[C@@H](O)C[C@H](O)CC=C,2,x,10,x,x,14,x,x,3,x,12
CC(NC(=O)COC(=O)C1CC1C)c1cccc(Cl)c1 (stereo unspecified),22,20,4,0,-7,4,-7,11,0,4,-10
O=C(CSc1nc2scc(-c3cccs3)c2c(=O)n1CCc1ccccc1)N1CCCC1,-4,-6,-7,-14,-37,-17,x,17,-18,-2,9
CCOC(=O)C1Nc2ccc(C(=O)O)cc2C2C=CCC12 (stereo unspecified),2,-18,-10,-5,4,4,2,-27,-2,6,3
COc1ccc(C(=O)NCCC(C)C)cc1S(=O)(=O)N1CCOCC1,14,2,-1,8,-3,-3,-23,0,4,14,3
Cc1cccc(C)c1NC(=O)Cn1c(=O)c2cccn2c2ccccc21,-6,13,6,-4,0,-9,15,-6,-13,6,-4
COCC(C)NC(C(=O)Nc1ccc(Cl)c([N+](=O)[O-])c1)c1ccccc1 (stereo unspecified),-19,-10,-3,-17,0,13,-7,8,-8,5,3
COc1ccc(NS(=O)(=O)c2cc(NC(=O)COc3ccccc3)ccc2N2CCOCC2)cc1,4,-28,-12,16,-6,-5,32,6,4,0,6
CCc1cc(C)cc(OCCNC(=O)c2ncn[nH]2)c1,-7,-3,7,-19,-4,-27,-4,18,-13,-4,9
Cc1c(C(=O)N/N=C/c2ccccn2)nnn1-c1nonc1N,-3,5,-3,16,-7,-13,-3,3,-9,1,5
COc1ccc(NC(=O)CNC(=O)C2CCCCC2)cc1OC,-11,-16,9,-6,0,5,8,6,-9,-8,-10
Cc1cc(C)c2c(CN3CCN(c4ccccc4)CC3)cc(=O)oc2c1,-2,-2,-19,0,x,-5,-18,12,-1,-13,-22
Nc1sccc1C(=O)c1ccc(Cl)cc1,4,-2,10,-2,-4,2,-35,2,15,-1,-1
CCCCn1c(C23CC4CC(CC(C4)C2)C3)n[nH]c1=S,8,6,1,0,3,21,10,-32,-8,12,12
COc1ccc2[nH]c(C)c(CCN3C(=O)OC(C)(C)C3(C)O)c2c1 (stereo unspecified),-5,7,8,4,90*,-9,6,8,7,-31,21
CNC(=O)c1cc(C(=O)c2ccccc2Br)c[nH]1,-11,-6,-40,13,3,-8,-12,0,15,-9,7
Cc1ccccc1Oc1ncnc2oc(-c3ccccc3)cc12,-68,0,4,-2,-2,-5,-14,-36,-5,11,7
COc1ccc(Nc2nc(N)nc(CSc3nncn3C)n2)cc1,-23,-9,13,-3,-6,-38,-5,-10,12,-11,-61
COCCNC(=O)C1CC(c2cccc(OC)c2)=NO1 (stereo unspecified),2,-18,-11,1,1,x,-12,10,-29,-7,6
Fc1ccccc1/C=N/Nc1nc(N2CCCCC2)nc(N2CCCCC2)n1,-5,-20,-9,0,-18,5,48,8,1,-18,-6
Cc1ccc(C(=O)Nc2cccc(C(F)(F)F)c2)cc1Nc1ncnc2nc[nH]c12,28,69*,21,8,44*,2,51,7,2,-2,-10
Cn1c(O)c(N=NC(=O)CNC(=O)c2ccccc2)c2cc(Br)ccc21,8,-13,-5,-6,-4,5,3,3,-32,-15,12
CN=c1sc(C(=O)Nc2cccc(Cl)c2)cc(=O)n1C,-45,11,14,-14,8,-3,19,7,5,-1,-3
Cn1c(N)c(C(=O)COC(=O)c2cccc(S(=O)(=O)N3CCCCC3)c2)c(=O)n(C)c1=O,17,-7,-5,3,1,0,1,16,-12,-2,8
CC1Cc2ccccc2N1S(=O)(=O)c1cccc(C(=O)NCc2ccncc2)c1 (stereo unspecified),12,20,7,-6,8,21,48,7,21,0,-21
COc1ccc(NC(=O)c2c(-c3ccccc3)noc2C)c(OC)c1,-10,-10,5,0,8,2,-3,15,-9,6,-10
Cc1ccc(C)c(COC(=O)c2cc(S(=O)(=O)N3CCCCC3)ccc2N2CCOCC2)c1,-1,-1,14,4,-9,-17,58,-19,5,2,15
O=C(N/N=C/c1coc2ccc(Cl)cc2c1=O)c1ccc(O)cc1,25,51*,-26,-10,-4,3,18,18,70*,38,-6
O=C(CCCl)N1CCCC2(CCCCC2)C1,-29,-20,-4,6,-10,3,10,9,-1,-3,6
CCOC(=O)C1CCN(C(=O)N(C)C)CC1,3,15,1,3,7,-9,-17,-12,0,0,6
Cc1cc(C(=O)NNC(=O)c2ccccc2O)c(C)o1,-22,-11,4,8,7,1,-15,-4,-5,-23,-15
COC(=O)c1c(C)[nH]c(C(=O)OC(C)C(=O)N(C)C2CCCCC2)c1C (stereo unspecified),-11,9,22,-3,6,9,12,-1,-8,-22,12
Cc1cc(N2C(=O)C3C4C=CC(C4)C3C2=O)no1 (stereo unspecified),-7,2,6,-3,-9,-3,-6,7,7,0,-16
CCCOC1CCCN(C(=O)c2cc(COc3ccc(F)c(F)c3)on2)C1 (stereo unspecified),-66,-12,-12,8,-21,-37,-42,-34,-26,-86,-56
Cc1ccc(NC(=O)C(C)OC(=O)/C=C/c2ccccc2)cc1 (stereo unspecified),11,1,-4,4,4,9,-3,13,9,-9,12
Cc1ccc(S(=O)(=O)/N=c2\ccc(Cl)cn2C(F)F)cc1,3,-6,-16,-5,-8,4,0,22,-12,-4,3
O=C(NCc1cccnc1)c1cccc2c1C(=O)N(Cc1cccnc1)C2,-13,15,1,6,0,2,3,4,8,4,8
Cc1[nH]c(=O)[nH]c(=O)c1S(=O)(=O)Nc1ccc(Br)cc1F,2,-5,4,5,-3,16,11,-1,10,-26,-10
COc1cccc(C(=O)Nc2ccc(-n3nncc3C(C)(C)C)cc2)c1,-20,-2,-25,-9,-3,11,12,0,8,-18,-13
O=C(NCC(c1ccco1)N1CCOCC1)C1CCCCC1 (stereo unspecified),1,10,-4,1,-4,5,-6,14,18,-5,-11
CCOC(=O)N1CCN(C(=O)C(=O)N/N=C/c2ccc(OC)cc2OC)CC1,-9,-12,-4,7,2,26,-9,22,10,4,1
CN(C)CCCOc1ccc2c(c1)Sc1ccccc1CC2=O,-13,-14,-4,-9,9,5,7,36,3,-4,17
Cc1ccc(-c2nc(NCc3ccco3)n(S(C)(=O)=O)n2)cc1,-21,12,25,-1,-22,-2,-21,-26,-12,-12,-25
CC1=CC(C)(C)Nc2ccc(OC(=O)CN3C(=O)CCC3=O)cc21,-9,11,-3,-10,-13,10,31,16,44,17,23
COc1ccc(OC)c(NC(=O)C2CCCN(S(=O)(=O)c3c(C)noc3C)C2)c1 (stereo unspecified),-1,13,-7,-10,-9,2,5,19,-8,16,10
CCN(CC)Cc1csc2ccc(Br)cc12,-21,1,3,-4,-10,-2,3,17,-14,-9,-2
CC(=O)Nc1ccc(NC(=O)Cn2c(=O)n(-c3ccccc3)c(=O)c3oc4ccccc4c32)cc1,6,9,6,2,1,-1,16,8,-2,-37,16
Cc1ccc(-c2csc3nc(SCC(=O)N(C)C)n(Cc4ccccc4)c(=O)c23)cc1,16,7,7,-2,6,6,28,1,26,7,-10
Nc1ccc(-c2nnn(Cc3ccccc3)n2)cc1,-38,-29,-1,6,-10,-44,-44,-40,65*,-21,-5
FC(F)(F)c1ccnc(Sc2n[nH]c(C(F)(F)F)n2)c1,6,-8,-5,1,-7,2,4,25,-1,1,11
Cc1ccc(C(=O)OC2CCN(c3ccc([N+](=O)[O-])cc3)CC2)cc1,6,3,-13,-4,2,13,21,6,-1,-7,18
CCCNC(=O)N(C)C[C@@H]1Oc2cc(C#CC(C)(C)O)ccc2S(=O)(=O)N([C@H](C)CO)C[C@H]1C,4,-9,-5,10,0,-10,2,-10,-4,-6,12
O=C1c2ccc([N+](=O)[O-])cc2C(=O)N1CNc1ccccn1,7,1,-3,-6,-3,-10,-2,9,1,-5,12

(next part)
structure,TROY signal inh,CF NFkB inh,TRAIL sens C8,KKLEB tox,LMP1 NFkB inh,NR2F2 inh,Shn3 inh set2,NCOA3 inh,TWEAK-Fn14 inh,SRC1 inh,NR5A2 inv ag
O=C(Nc1nccs1)C1CCN(S(=O)(=O)c2ccccc2)CC1,-37,-26,11,-2,5,-2,14,10,0,3,6
O=S(=O)(NCCOCCNS(=O)(=O)c1ccccc1)c1ccccc1,-2,1,5,9,-5,-4,6,21,-8,10,19
CCOc1ccc(S(=O)(=O)NCc2ccccn2)cc1NC(=O)c1ccccc1F,3,25,3,-3,17,-11,3,-7,-11,-28,20
O=C(CSc1c2c(nc3cc(Cl)ccc13)CCCC2)NCCCN1CCOCC1,30,37,5,-7,2,-3,80,6,4,-20,23
CCC(C)[C@H](NC(=O)C1CCC(CNC(=O)[C@@H]2CCCN2C(=O)OC(C)(C)C)CC1)C(=O)O (stereo partly specified),-7,3,-9,4,-2,0,-6,11,0,11,4
O=C(CCc1nnc(Cc2cccc(C(F)(F)F)c2)o1)NCCc1ccccc1F,-42,10,1,2,-19,0,-49,-41,-10,-86,-44
CC(C)(C)c1ccc(OCC(=O)NCC(c2cccs2)N2CCOCC2)cc1 (stereo unspecified),0,3,6,-11,-8,-7,48,12,-1,-9,-3
CC(C)c1ccc(-c2nc(N3CCCC3)nc3n[nH]c(N)c23)cc1,11,31,-20,-18,0,-3,29,-6,0,-17,27
CCOC(=O)N1CCN(C(=O)c2c(N)no[n+]2[O-])CC1,9,15,8,6,-2,x,-8,10,10,22,19

As a short view, part of the list above:
structure,TROY signal inh,CF NFkB inh,TRAIL sens C8,KKLEB tox,LMP1 NFkB inh,NR2F2 inh,Shn3 inh set2,NCOA3 inh,TWEAK-Fn14 inh,SRC1 inh,NR5A2 inv ag
CCC(C)[C@H](NC(=O)C1CCC(CNC(=O)[C@@H]2CCCN2C(=O)OC(C)(C)C)CC1)C(=O)O (stereo partly specified),-7,3,-9,4,-2,0,-6,11,0,11,4
O=C(CCc1nnc(Cc2cccc(C(F)(F)F)c2)o1)NCCc1ccccc1F,-42,10,1,2,-19,0,-49,-41,-10,-86,-44

From PubChem BioAssay
